MCL1 BIM primary = inhibitors of MCL1 binding to BIM-BH3, primary screen, biochemical, fluorescence polarization; inhibition, % at 10.9 µM; AID 2057, 2009; 320,000 tested, 0.68% active; GST-MCL1 / FITC-Bim-BH3 fluorescence polarization;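 active = inhibition above the mean inhibition of all tested compounds plus 3 SD, set per campaign, cut at about 40% in these data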;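 note: 0% = DMSO wells and 100% = unlabeled Bim-BH3 peptide control; higher means more loss of mP so more displacement of Bim peptide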
Target sequence (Q07820 whole entry, looked up): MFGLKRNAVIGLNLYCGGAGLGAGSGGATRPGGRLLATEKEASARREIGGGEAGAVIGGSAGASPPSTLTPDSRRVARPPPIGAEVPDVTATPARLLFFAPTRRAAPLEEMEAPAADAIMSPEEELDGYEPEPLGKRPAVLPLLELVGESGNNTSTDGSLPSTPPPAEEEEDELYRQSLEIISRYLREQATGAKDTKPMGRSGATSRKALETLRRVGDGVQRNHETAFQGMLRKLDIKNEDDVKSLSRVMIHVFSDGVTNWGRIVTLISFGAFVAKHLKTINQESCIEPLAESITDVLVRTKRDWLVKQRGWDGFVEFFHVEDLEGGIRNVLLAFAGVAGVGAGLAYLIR
MEX-5 binding = MEX-5 zinc finger RNA-binding disruptors – biochemical, C. elegans, fluorescence polarization, MLPCN library, primary screen; activity score (negative = inhibition of binding), % at 10 µM; 300,000 tested, 0.38% active; MEX-5/FITC-TCR2 RNA binding; stronger effect = lower value;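 active = inhibition past about -25% in most replicates, and total fluorescence under double the plate's negative control median, limit read from the data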;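 note: 0% = DMSO and -100% = 5 µM competing unlabeled TCR2 RNA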
VLA-4 inh = inhibition in human VLA-4 binding assay, primary screen, VLA-4 allosteric modulator project, MLPCN library, flow cytometry, VLA-4 expressing cells; Integrin alpha-4 (Homo sapiens), P13612; 330,000 tested, 0.2% active; AID 2557, 2010; inhibition, % (about 7 µM as worked out from the volumes in the protocol); ligand binding flow cytometry; in the data active = inhibition above about 50%
AGP1-GFP MLPCN = modulators of AGP1-GFP expression in yeast TOR pathway, primary screen, cell-based, multiplex flow cytometry, S. cerevisiae, MLPCN library; AID 2066, 2009; 3 h; GFP as percent of DMSO wells; GFP response vs DMSO, % at 10 µM; 320,000 tested, 0.02% active;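 active = GFP response relative to DMSO above a set limit, near screen average plus 3 SD, cut at about 150% in these data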;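 note: median GFP channel fluorescence of the gated AGP1 strain per well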
BCLXL inh = inhibitors of human Bcl-xL, primary screen, biochemical, fluorescence polarization, HTS | Bcl-2-like protein 1 (Homo sapiens), Q07817 | GST-Bcl-xL / FITC-Bim BH3 peptide fluorescence polarization | inhibition, % at 10.9 µM | 320,000 tested, 0.7% active | AID 2129, 2009;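 active = inhibition above the mean of all tested compounds plus 3 SD, cutoff set per campaign, cut at about 30% in these data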;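 note: 0% = DMSO wells and 100% = unlabeled Bim-BH3 peptide competitor; inhibitors lower millipolarization by displacing the labeled peptide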
Target sequence (Q07817 whole entry, looked up): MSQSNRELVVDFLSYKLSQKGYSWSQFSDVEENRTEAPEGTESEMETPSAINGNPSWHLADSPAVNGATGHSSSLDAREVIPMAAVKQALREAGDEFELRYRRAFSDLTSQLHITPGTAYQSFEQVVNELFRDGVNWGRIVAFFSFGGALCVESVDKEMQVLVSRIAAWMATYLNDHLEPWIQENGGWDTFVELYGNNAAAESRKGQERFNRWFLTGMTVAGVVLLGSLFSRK
GLD-1 RNA inh = GLD-1/TGE RNA complex disruptors, primary screen, biochemical, fluorescence polarization; Female germline-specific tumor suppressor gld-1 (Caenorhabditis elegans), Q17339; purified GLD-1 + fluorescein TGE RNA; inhibition, % at 5.96 µM; 320,000 tested, 0.44% active; AID 2280, 2010;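 active = percent inhibition above a per-plate cutoff, the plate mean of test compounds plus 3 SD, cut at about 30% in these data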;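 note: 0% = DMSO wells with GLD-1 and probe and 100% = wells lacking GLD-1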
Target sequence (Q17339 whole entry, looked up): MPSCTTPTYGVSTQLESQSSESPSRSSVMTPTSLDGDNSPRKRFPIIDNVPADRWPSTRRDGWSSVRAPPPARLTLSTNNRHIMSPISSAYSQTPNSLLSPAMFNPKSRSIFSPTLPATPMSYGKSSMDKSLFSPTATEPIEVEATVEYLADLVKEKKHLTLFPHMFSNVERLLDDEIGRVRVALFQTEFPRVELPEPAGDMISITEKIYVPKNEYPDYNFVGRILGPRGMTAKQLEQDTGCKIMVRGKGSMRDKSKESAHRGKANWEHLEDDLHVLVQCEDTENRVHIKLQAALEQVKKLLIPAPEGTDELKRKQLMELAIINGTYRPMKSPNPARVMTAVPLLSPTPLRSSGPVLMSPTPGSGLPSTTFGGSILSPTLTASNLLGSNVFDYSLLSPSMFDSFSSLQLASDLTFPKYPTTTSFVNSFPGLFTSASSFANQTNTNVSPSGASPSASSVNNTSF
GRK2 aptamer HTS = compounds blocking aptamer binding on GRK2 – biochemical, human GRK2, bead flow cytometry, HTS, primary screen; Beta-adrenergic receptor kinase 1 (Homo sapiens), P25098; FAM-aptamer displacement from GRK2; inhibition of aptamer binding, % at 10 µM; 330,000 tested, 0.59% active;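 active = inhibition of aptamer binding above 40%, roughly 3 SD of noise, on plates passing a quality check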;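 note: median bead fluorescence of bound FAM aptamer so fluorescent compounds give negative values; no value below 0 was filed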
CIT2-GFP yeast = modulators of CIT2-GFP expression in yeast, primary screen, S. cerevisiae, GFP fusion, multiplex flow cytometry, MLPCN library; S. cerevisiae CIT2-GFP strain, 3 h; 100 means same as DMSO wells; AID 2029, 2009; 320,000 tested, 0.065% active; GFP response vs DMSO, % at 10 µM;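 active = GFP response relative to DMSO above a set limit, near the screen mean plus 3 SD, cut at about 150% in these data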;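 note: ratio of well median GFP fluorescence to mean of DMSO wells on the plate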
Yeast superoxide = reduction of superoxide in aged yeast, primary screen, HTS. S. cerevisiae aged cells, superoxide DHE fluorescence; stronger effect = lower value. superoxide response (% of plate mean), % at 10 µM. AID 2690, 2010. 330,000 tested, 0.18% active;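 active = superoxide response under a set limit, about three screen SD below normal, cut at about 65% in these data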;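 note: yeast aged for seven days with compound at 30 °C before DHE staining; 100% = average MFI of all compound-treated wells on the plate with controls excluded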
Active calls of the source: *; nt = no result given.

SMILES | MCL1 BIM primary | MEX-5 binding | VLA-4 inh | AGP1-GFP MLPCN | BCLXL inh | GLD-1 RNA inh | GRK2 aptamer HTS | CIT2-GFP yeast | Yeast superoxide
CCCCn1c(N)c(N(CCOC)C(=O)c2ccc(-n3c(C)ccc3C)cc2)c(=O)[nH]c1=O | -2 | -2.8 | 8 | 111 | 3 | 6 | 0 | 102 | 99
NC(=O)C1CCN(C(=O)c2ccc(Cl)c(S(=O)(=O)N3CCCCCC3)c2)CC1 | nt | nt | -3 | 94 | nt | 1 | 0 | 98 | 113
Cc1nc2ccc(CN(C)c3ccc(C(=O)N[C@@H](CCC(=O)O)C(=O)O)s3)cc2c(=O)[nH]1 | 9 | -3.1 | 52* | 86 | 10 | 3 | 53* | 84 | 89
c1ccc(CCNc2nc(-c3ccccn3)nc3ccccc23)cc1 | 8 | -1.0 | -5 | 110 | 19 | 4 | 0 | 106 | 119
COc1ccc(-c2nnc3ccc(SCC(=O)N4CCCCC4)nn23)cc1OC | 4 | -0.6 | 21 | 100 | 5 | 7 | 4 | 95 | 82
Cc1nc(C)c(/C(O)=C/c2nc3ccccc3oc2=O)s1 | -1 | -1.7 | 6 | 102 | 4 | -2 | 2 | 102 | 98
C=CCNC(=S)N1CCN(CCNC2=CC(=O)CC(C)(C)C2)CC1 | -6 | 2.1 | 22 | 98 | -1 | -1 | 0 | 91 | 106
CC(=O)c1ccc(C(=O)Nc2ccc(N3CCOCC3)cc2)cc1 | -3 | -0.7 | 2 | 106 | 1 | -4 | 2 | 99 | 88
CC(C)=CCc1c([C@@H]2CCc3ccc(O)cc3O2)cc2c(c1O)OC(C)(C)C=C2 | 7 | 2.7 | 10 | 101 | 3 | 8 | 2 | 93 | 93
O=CNn1cnc2c(oc3nc(-c4ccccc4)cc(-c4ccco4)c32)c1=O | 1 | -1.9 | -1 | 96 | 8 | 0 | 2 | 107 | 96
CCC(Sc1nc2c(cnn2-c2ccccc2)c(=O)[nH]1)C(=O)OC (stereo not given) | 7 | -0.2 | -8 | 100 | 3 | 0 | 0 | 115 | 88
O=C(COC(=O)c1ccccc1Nc1ccccc1)NCc1ccco1 | 3 | 4.6 | -9 | 98 | 2 | 4 | 3 | 85 | 90
Cc1cccc(C(=O)N2CCC(=O)N(C(COCc3cccc(Cl)c3)Cc3ccccc3)CC2)c1 (stereo not given) | 2 | 2.8 | 15 | 78 | -1 | 4 | 6 | 66 | 84
O=C(CSc1n[nH]c(-c2cccs2)n1)N1CCN(S(=O)(=O)c2ccc3ccccc3c2)CC1 | 2 | 0.5 | 1 | 111 | -1 | 1 | 2 | 105 | 91
CCOc1ccccc1CN1CCNC(=O)C1CC(=O)N(C)Cc1nonc1C (stereo not given) | nt | 0.5 | 3 | 91 | nt | nt | 0 | 101 | 97
O=C(c1cccc(Cl)c1)N1CCN(c2ccccn2)CC1 | 5 | -1.3 | 8 | 103 | 4 | -1 | 0 | 91 | 99
C=CCn1c(SCC(=O)NCCOC)nc2scc(-c3ccco3)c2c1=O | 20 | 0.5 | 8 | 101 | 16 | -2 | 2 | 96 | 99
O=C1N=C(N2CCCCC2)SC1=C1CCCCC1 | 14 | 2.9 | 12 | 100 | 5 | -1 | 2 | 106 | 90
Cc1[nH]c2ccc(C(=O)N3CCCC3)cc2c1C | 3 | 0.7 | 6 | 104 | -1 | 0 | 3 | 102 | 87
CCc1ccccc1NS(=O)(=O)c1ccc2[nH]cc(C(=O)NCc3ccco3)c(=O)c2c1 | 1 | 0.1 | -19 | 101 | 4 | 3 | 8 | 108 | 130
NC(=O)C1CCN(C(=O)C2CC(=O)N(Cc3ccccc3)C2)CC1 (stereo not given) | 2 | nt | 15 | 107 | 0 | 1 | 7 | 97 | 87
CCOc1ccccc1C(=O)Oc1cc(C)[nH]c(=O)c1[N+](=O)[O-] | 2 | 3.9 | 42 | 102 | -1 | 5 | 0 | 100 | 89
CCOC(=O)Cn1ccc(NC(=O)COc2ccc(F)cc2F)n1 | 0 | 0.4 | 1 | 98 | 4 | 0 | 6 | 102 | 84
Cc1ccc(-c2csc(/C(C#N)=C(\O)CN3CCN(C(=O)c4ccco4)CC3)n2)cc1 | -2 | 2.1 | -1 | 92 | 8 | -1 | 0 | 92 | 107
COc1ccc(C(=O)Nc2ccccc2N2CCOCC2)cc1Br | -6 | -2.4 | 5 | 99 | 1 | -3 | 1 | 80 | 113
Next section.
SMILES | MCL1 BIM primary | MEX-5 binding | VLA-4 inh | AGP1-GFP MLPCN | BCLXL inh | GLD-1 RNA inh | GRK2 aptamer HTS | CIT2-GFP yeast | Yeast superoxide
O=C(CSc1nnc(-c2ccncc2)o1)NC1CCCCC1 | -4 | -3.0 | -9 | 98 | -8 | -7 | 1 | 102 | 99
O=C(CN1CCN(S(=O)(=O)c2ccc(Br)cc2)CC1)Nc1ccc2c(c1)OCO2 | -1 | -0.8 | 11 | 112 | -2 | 4 | 0 | 99 | 109
O=C(Nc1cccc([N+](=O)[O-])c1)c1ccc2snnc2c1 | 2 | 0.3 | -1 | 95 | 0 | 6 | 0 | 90 | 113
CCOC(=O)c1c(NC(=O)COc2cccc3c2CCN(CC)C3=O)sc2c1CCC2 | 4 | 0.5 | -4 | 102 | 6 | 10 | 0 | 101 | 101
CCC(C)Nc1nc(-c2cccc(OC)c2O)nc2ccccc12 (stereo not given) | 2 | -0.9 | 0 | 100 | 5 | 0 | 4 | 120 | 91
Cc1noc(C)c1NC(=O)N(C)C[C@@H]1Oc2ccc(NS(=O)(=O)c3c(C)noc3C)cc2C(=O)N([C@H](C)CO)C[C@H]1C | nt | nt | 1 | 84 | nt | 0 | 0 | 87 | 111
O=C(Nc1cccc(F)c1)c1ccc(S(=O)(=O)N2CCCCC2)cc1 | 0 | -1.1 | 3 | 95 | 4 | 3 | 0 | 100 | 100
Cc1ccsc1C(=O)NC1CCCCC1C (stereo not given) | 3 | nt | 12 | 102 | 4 | 2 | 2 | 98 | 97
CC(C)(C)n1ncc2c(=O)n(Cc3cc(F)c(Cl)cc3Cl)cnc21 | nt | nt | -5 | 102 | nt | 7 | 0 | 103 | 101
Cc1nc2sc3c(c2c(=O)n1NC(=O)CCBr)CCCC3 | 0 | -0.3 | 5 | 106 | 6 | 4 | 5 | 98 | 99
Cc1ccc(Cc2cnc(NC(=O)C3=NCCN3)s2)cc1 | 10 | 1.2 | 4 | 96 | 6 | 2 | 0 | 104 | 94
CC(C)C[C@H](NC(=O)CCCn1nnc2ccccc2c1=O)C(=O)O | -1 | -1.6 | -17 | 96 | 3 | 5 | 0 | 99 | 100
CC(C)[C@H](N)c1nnc(SCc2ccc(Cl)cc2)o1 | 2 | 0.3 | 5 | 116 | 4 | 0 | 3 | nt | 86
CN(C)C(CNC(=O)c1ccc(C(F)(F)F)cc1)c1ccco1 (stereo not given) | -4 | 0.9 | 12 | 96 | -1 | -9 | 0 | 95 | 94
Cc1ccc(NC(=O)Nc2nnc(-c3ccccc3F)s2)cc1 | 5 | 1.4 | 5 | 100 | -1 | -1 | 0 | 85 | 102
Cc1nc2sc(C(=O)Nc3ccccc3Cc3ccccc3)c(C)c2c(=O)[nH]1 | -3 | 0.0 | -1 | 102 | 4 | 2 | 3 | 97 | 101
COc1ccc(/C(C)=C2/SC(=S)N(CCC(=O)O)C2=O)cc1 | 10 | -2.3 | -2 | 88 | 9 | 6 | 0 | 93 | 107
O=C(O)c1cccc(Nc2nc(-c3cc4ccccc4oc3=O)cs2)c1 | nt | -2.3 | 14 | 101 | nt | nt | 1 | 105 | 104
Cc1cc(SCC(=O)N2CCC(c3noc4ccc(F)cc34)CC2)nc2ccccc12 | 1 | 0.1 | 22 | 96 | 5 | -1 | 0 | 100 | 111
CN(C)c1nc(N(C)C)nc(N2CCCCC2)n1 | -5 | -1.4 | 14 | 94 | 4 | -7 | 0 | 90 | 115
O=C(NNC(=S)Nc1ccccc1C(F)(F)F)c1cccnc1 | 6 | 0.8 | 0 | 100 | 8 | -5 | 0 | 95 | 86
Cc1cccc(-c2nc(CN3CCCC(C(=O)NC4CCCCCC4)C3)c(C)o2)c1 (stereo not given) | -4 | 0.0 | 2 | 103 | 1 | 3 | 3 | 108 | 92
O=C(c1ccc(Br)cc1)c1cc([N+](=O)[O-])ccc1N1CCCCC1 | 9 | 4.3 | 20 | 103 | 6 | -3 | 0 | 98 | 106
COc1ccc(NC(=S)NCc2cccs2)cc1 | 12 | -1.1 | -2 | 104 | 1 | 2 | 62* | 112 | 105
O=C(C[n+]1cc(Br)cc(Br)c1)c1cccc([N+](=O)[O-])c1 | -12 | 0.0 | -3 | 100 | -4 | -8 | 4 | 96 | 115
Next part:
SMILES | MCL1 BIM primary | MEX-5 binding | VLA-4 inh | AGP1-GFP MLPCN | BCLXL inh | GLD-1 RNA inh | GRK2 aptamer HTS | CIT2-GFP yeast | Yeast superoxide
COc1cc(C(=O)ON=C2C=C(C)C(=O)C(C)=C2)cc(OC)c1OC | 4 | 2.9 | 11 | 100 | -1 | 5 | 2 | 109 | 107
CC1CCCN(C(=O)CCCn2c(=S)[nH]c3ccccc3c2=O)C1 (stereo not given) | 6 | -2.8 | -5 | 106 | -5 | 4 | 2 | 98 | 92
CCCn1c(=O)n(C)c(=O)c2c(SCC(=O)Nc3cc(C)on3)nc(C(C)(C)C)nc21 | -4 | nt | -17 | 125 | 3 | -2 | 2 | 108 | 90
COc1cc(OC)c(C(=O)NNC(=O)c2ccccc2-n2cccc2)cc1OC | nt | nt | 10 | 91 | nt | 5 | 6 | 88 | 106
COc1ccc(NC(=O)CN(C)C(=O)c2ccc(COc3ccccc3)o2)cc1 | -3 | -3.9 | 1 | 113 | -3 | -2 | 3 | 100 | 89
Cc1ccc(S(=O)(=O)N2CCOCCOCCOCCOCCOCC2)cc1 | -3 | 1.0 | -42 | 95 | 9 | 4 | 1 | 110 | 102
OCCNc1nc(-c2ccccc2)c2cc(Br)ccc2n1 | -6 | 0.0 | 10 | 88 | 4 | -3 | 3 | 102 | 113
Cc1oc(-c2ccccc2F)nc1CN1CCC(C(=O)NC2CC2)CC1 | 1 | 2.4 | 10 | 95 | 3 | -2 | 2 | 92 | 91
CCOC(=O)c1ccc(NC(=O)CSc2nnnn2CCCO)cc1 | -8 | -2.2 | 4 | 98 | -6 | -4 | 0 | 90 | 106
Cc1cccc(C(=O)Nc2cccc(C(=O)Nc3cc(C)ccn3)c2)c1 | 8 | -0.5 | 10 | 104 | 5 | 12 | 0 | 102 | 102
Cc1cc(C)n(CC(=O)c2ccccc2)c(=O)c1C#N | 5 | -2.0 | 8 | 97 | 3 | 4 | 1 | 101 | 100
COc1ccccc1NC(=O)N(C1CCCC1)C1CCN(C(C)=O)CC1 | 12 | 1.9 | 10 | 95 | 1 | 4 | 0 | 91 | 92

Ordered by value in VLA-4 inh (smallest number first): some entries from above.
| smiles | VLA-4 inh |
| --- | --- |
| Cc1ccc(S(=O)(=O)N2CCOCCOCCOCCOCCOCC2)cc1 | -42 |
| CC1CCCN(C(=O)CCCn2c(=S)[nH]c3ccccc3c2=O)C1 (stereo not given) | -5 |
| COc1cc(OC)c(C(=O)NNC(=O)c2ccccc2-n2cccc2)cc1OC | 10 |
